USP10 inh – blocks human USP10 ubiquitin-rhodamine cleavage | Q14694 | purified USP10, Ub-rhodamine fluorescence, 60 min | inhibition, % at 20 µM | 47,000 compounds, 1.1% hits | AID 1645856
USP30 inh – blocks human USP30 ubiquitin-rhodamine cleavage; purified USP30, Ub-rhodamine cleavage fluorescence; inhibition, % at 25 µM; 47,000 compounds, 5.3% hits; AID 1645860
Target sequence (Q70CQ3 whole entry, looked up): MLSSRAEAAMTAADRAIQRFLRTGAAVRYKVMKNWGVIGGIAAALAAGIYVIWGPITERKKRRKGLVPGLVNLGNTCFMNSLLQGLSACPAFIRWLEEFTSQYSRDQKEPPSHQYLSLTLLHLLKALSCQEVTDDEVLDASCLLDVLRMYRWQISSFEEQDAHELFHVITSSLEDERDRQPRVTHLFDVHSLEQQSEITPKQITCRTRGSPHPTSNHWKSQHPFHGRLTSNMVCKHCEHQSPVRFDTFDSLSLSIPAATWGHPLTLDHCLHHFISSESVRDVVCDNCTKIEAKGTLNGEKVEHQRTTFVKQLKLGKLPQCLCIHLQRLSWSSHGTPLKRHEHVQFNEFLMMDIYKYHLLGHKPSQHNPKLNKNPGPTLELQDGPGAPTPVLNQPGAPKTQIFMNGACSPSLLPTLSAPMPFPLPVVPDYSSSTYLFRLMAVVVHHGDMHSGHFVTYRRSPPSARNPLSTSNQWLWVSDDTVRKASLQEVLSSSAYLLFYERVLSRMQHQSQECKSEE
USP8 block – blocks human USP8 ubiquitin-rhodamine cleavage; 47,000 compounds, 4.2% hits; P40818; AID 1645853; inhibition, % at 20 µM; purified USP8, Ub-rhodamine cleavage fluorescence, 30 min
OTUD3 inh – inhibitors of human OTUD3 deubiquitinase | Q5T2D3 | purified OTUD3, Ub-rhodamine fluorescence, 2 h | inhibition, % at 25 µM | 47,000 compounds, 0.7% hits
Target sequence (Q5T2D3 whole entry, looked up): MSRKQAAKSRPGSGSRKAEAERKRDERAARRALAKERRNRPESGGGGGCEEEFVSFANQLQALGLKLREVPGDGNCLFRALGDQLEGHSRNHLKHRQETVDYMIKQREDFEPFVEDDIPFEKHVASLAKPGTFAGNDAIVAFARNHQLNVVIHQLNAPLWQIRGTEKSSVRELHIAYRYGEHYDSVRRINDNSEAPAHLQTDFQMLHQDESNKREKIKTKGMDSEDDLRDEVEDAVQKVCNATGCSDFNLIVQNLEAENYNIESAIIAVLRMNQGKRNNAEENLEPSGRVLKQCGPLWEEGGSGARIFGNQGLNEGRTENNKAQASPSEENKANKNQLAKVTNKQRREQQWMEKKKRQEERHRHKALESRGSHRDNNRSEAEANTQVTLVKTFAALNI
USP7 inh – inhibitors of human USP7 deubiquitinase. Q93009. purified USP7, Ub-rhodamine cleavage fluorescence. inhibition, % at 20 µM. 47,000 compounds, 0.3% hits. AID 1645854
USP17 block – human USP17-like deubiquitinase inhibition. inhibition, % at 50 µM. purified USP17, Ub-rhodamine cleavage fluorescence, 3 h. A8MUK1. 47,000 compounds, 6.5% hits
USP28 inh – blocks human USP28 ubiquitin-rhodamine cleavage; Q96RU2; purified USP28, Ub-rhodamine cleavage fluorescence, 30 min; inhibition, % at 25 µM; 47,000 compounds, 3% hits; AID 1645857
UCHL1 block – human UCHL1 deubiquitinase inhibition | 47,000 compounds, 0.2% hits | inhibition, % at 20 µM | AID 1645859 | P09936 | purified UCHL1, Ub-rhodamine cleavage fluorescence
* = called active by the depositor; i = inactive; / = no result given. Cut-off read from the data, not from the text of the source: active = inhibition above about 30%; inactive = the rest. This is a random part of the collection, and some 13% of all compounds hit somewhere here.

compound | USP10 inh | USP30 inh | USP8 block | OTUD3 inh | USP7 inh | USP17 block | USP28 inh | UCHL1 block
COc1ccccc1-n1cnnc1CN1CCN(C(=O)c2cccn2C)CC1 | -1.4 | -3.2 | 8.6 | 13.1 | 4.7 | -12.5 | 6.1 | -0.5
O=C(NCc1ccc2c(c1)OCO2)c1cn(-c2ccc(Cl)cc2)nn1 | 9.0 | 7.2 | 13.5 | 1.9 | 9.9 | 5.5 | 2.9 | 1.3
Cc1cc(C)c2cc(C)c(SCC(=O)N3CCCCC3)nc2c1 | 11.9 | 28.1 | 6.3 | 16.8 | 4.2 | 16.2 | 19.6 | 5.6
COc1ccc(C(=O)N2CCCC3(CCCN3S(C)(=O)=O)C2)cc1 (stereo unspecified) | 2.1 | 0.0 | -68.3 | -7.5 | 0.0 | -34.1 | -4.3 | -1.4
COc1ccc(-c2ccc(C(=O)N3CCCC3c3ccnc4cc(C)nn34)c(=O)[nH]2)cc1 (stereo unspecified) | -1.3 | -39.7 | -3.9 | 1.3 | 0.8 | -6.9 | -1.9 | -0.2
Cc1ccc(NS(=O)(=O)c2cc(-c3[nH]ncc3C(=O)N3CCOCC3)oc2C)cc1 | 0.0 | -9.7 | -22.5 | -1.4 | 0.2 | -13.5 | -4.1 | -0.9
COc1ccc2c(CCNC(=O)CSc3nnnn3-c3cc(C)ccc3C)c[nH]c2c1 | 2.3 | -6.7 | 19.1 | -4.9 | -6.8 | 16.8 | 5.1 | 3.9
O=C(Oc1coc(CSc2ncccn2)cc1=O)c1cccc(F)c1 | 4.8 | -50.4 | 2.8 | 1.8 | -31.7 | 4.7 | 7.1 | 1.9
CCOc1ccc(-c2noc(-c3c(O)c4ccccc4[nH]c3=O)n2)cc1 | 0.7 | -15.5 | -2.6 | -1.4 | 0.8 | / | -5.1 | -0.6
O=S(=O)(Cc1ccccc1)NCc1ccc2c(c1)OCO2 | 0.4 | 0.0 | -8.4 | -6.5 | -0.1 | -35.0 | -7.6 | -1.2
C[C@@H]1CCC2[C@](C)(CO)[C@@H](O)CC[C@]2(C)[C@@]12CCC1(COC(=O)C1)O2 (stereo partly specified) | -1.1 | 8.2 | 8.1 | -2.2 | 0.1 | 2.2 | -4.7 | -5.1
COC(=O)C1CCN(Cc2cc(=O)oc3cc(OC)ccc23)CC1 | 1.5 | -0.1 | 7.5 | -0.3 | 1.2 | 0.5 | -1.1 | -0.4

(continued)
compound | USP10 inh | USP30 inh | USP8 block | OTUD3 inh | USP7 inh | USP17 block | USP28 inh | UCHL1 block
CNc1cc(C2CCCN2C(=O)c2cc3nc(C)cc(C)n3n2)ccn1 (stereo unspecified) | 0.9 | 11.9 | 2.5 | -0.1 | 4.0 | -1.8 | 2.8 | 2.3
OCCOc1ccc(CN2CCc3nc4ccccc4n3CC2)cc1 | 4.8 | 4.9 | -0.3 | 3.0 | 6.9 | 9.1 | 0.3 | 3.0
Cc1oc2c(c1C(=O)NCC1CCCO1)CN(Cc1cccc(F)c1)CC2 (stereo unspecified) | -3.4 | -107.9 | -12.0 | -14.7 | -6.8 | -35.9 | -20.8 | -6.2
O=C(Cn1c(=O)n(-c2ccccc2)c(=O)c2ccc(C(=O)NCc3ccc4c(c3)OCO4)cc21)NCCC1=CCCCC1 | 31.8* | 55.6* | 74.7* | 57.6* | 10.2 | 32.9* | 41.2* | 2.9
Cc1cc(C2CCCN2C(=O)c2cc(-c3cccc(Cl)c3)on2)on1 (stereo unspecified) | 0.5 | 7.3 | -4.3 | -13.3 | -14.6 | -8.4 | 7.3 | -0.1
O=C(NCCCN1CCc2ccccc2C1)c1cc2c(s1)CS(=O)(=O)C2 | -11.0 | -26.4 | 46.1* | -16.2 | -0.3 | 62.0* | 41.2* | -6.2
CC(NC(=O)CSc1nc2ccccc2[nH]1)c1ccc2c(c1)OCO2 (stereo unspecified) | -3.3 | -17.5 | 15.4 | -0.4 | -0.9 | 11.0 | 1.8 | -1.1
CC(C)(C)N1CC(C(=O)Nc2nnc(CCCc3ccccc3)s2)CC1=O (stereo unspecified) | 0.0 | 8.0 | -31.8 | 3.2 | 1.4 | 3.3 | 7.6 | 2.9
CC(Sc1ccc(NC(=O)/C=C/c2ccccc2)cc1)C(=O)Nc1ccc2ccccc2c1 (stereo unspecified) | -6.6 | i | -156.6 | -183.9 | -164.4 | / | -181.7 | -148.3
COc1ccc2c(CNCc3ccc4c(c3)OCO4)c(C(=O)O)n(C)c2c1 | -4.1 | 7.9 | 11.5 | 14.9 | 4.5 | 5.5 | 3.3 | 2.2
O=C(CN1CCOCC1)Nc1nc(-c2ccc3c(c2)CCN3C(=O)C2CC2)cs1 | 0.0 | -7.3 | -11.1 | -3.3 | -3.0 | 0.0 | -7.4 | 0.0
CCC1=C(c2ccc(C)cc2)S(=O)(=O)NC1=NCC(=O)NCc1ccc(OC)cc1 | 0.7 | -6.3 | -65.4 | -5.0 | 1.5 | -11.1 | -11.1 | -4.3

3 compounds from above, sorted by their value in UCHL1 block, largest number first:
compound | USP10 inh | USP30 inh | USP8 block | OTUD3 inh | USP7 inh | USP17 block | USP28 inh | UCHL1 block
CC(C)(C)N1CC(C(=O)Nc2nnc(CCCc3ccccc3)s2)CC1=O (stereo unspecified) | 0.0 | 8.0 | -31.8 | 3.2 | 1.4 | 3.3 | 7.6 | 2.9
CCC1=C(c2ccc(C)cc2)S(=O)(=O)NC1=NCC(=O)NCc1ccc(OC)cc1 | 0.7 | -6.3 | -65.4 | -5.0 | 1.5 | -11.1 | -11.1 | -4.3
CC(Sc1ccc(NC(=O)/C=C/c2ccccc2)cc1)C(=O)Nc1ccc2ccccc2c1 (stereo unspecified) | -6.6 | i | -156.6 | -183.9 | -164.4 | / | -181.7 | -148.3

Next entries follow:
compound | USP10 inh | USP30 inh | USP8 block | OTUD3 inh | USP7 inh | USP17 block | USP28 inh | UCHL1 block
CCc1nc(SCC(=O)Nc2cc(Cl)ccc2Cl)c2oc3ccccc3c2n1 | 2.7 | 20.0 | 0.6 | 3.3 | 3.7 | 20.6 | 1.7 | -0.4
COc1ccc(C(=O)Nc2cccn3c(C)nnc23)cc1F | -7.1 | -34.4 | 17.0 | -1.9 | -2.1 | -9.1 | -23.4 | -4.8
Cc1cc(C)cc(N2CC(C)Cn3c2nc2c3c(=O)n(CC(=O)OCc3ccccc3)c(=O)n2C)c1 (stereo unspecified) | 5.6 | 0.8 | -15.2 | 5.2 | 3.1 | 0.0 | -0.5 | 4.6
O=C(C1CCC1)N1CC(c2nc(-c3cnccn3)no2)C1 | 0.4 | 7.2 | -9.9 | 13.0 | 2.2 | 2.5 | 6.0 | 0.0
COc1ccc(-n2c(C)cc(CNS(=O)(=O)c3ccc(NC(C)=O)cc3)c2C)cc1 | -5.5 | -308.4 | -30.1 | -79.3 | -27.4 | -33.7 | -92.5 | -29.2
Clc1ccc(CN2CCc3nc(N4CCOCC4)ncc3C2)cc1 | -9.5 | -26.1 | -3.6 | -1.3 | -0.4 | -13.6 | -8.8 | 0.2
CCN(CC)S(=O)(=O)c1ccc(C(=O)Nc2sc(C)c(C)c2C(N)=O)cc1 | -4.4 | 36.2* | 0.0 | -4.6 | -1.6 | / | -5.6 | 1.1
O=C(NCC1CCCO1)c1cc(=O)[nH]c2ccccc12 (stereo unspecified) | 0.2 | 14.7 | 2.5 | 0.0 | 4.6 | -1.2 | 1.3 | 2.0
O=C(Nc1ccc2c(c1)nc1n2CCCCC1)C1c2ccccc2Oc2ccccc21 | -1.1 | 8.3 | 6.4 | 8.3 | 6.5 | 48.2* | 18.1 | 1.4
Cc1cc(=O)oc2c1c(C)nn2-c1cccc(F)c1 | -2.9 | -52.1 | -37.2 | -0.2 | -35.7 | -13.4 | -5.7 | -0.7
Cn1nccc1-c1nccnc1CC1CCN(C(=O)C(C)(C)C)CC1 | -1.1 | -5.0 | 0.0 | 1.1 | 1.8 | 0.0 | -0.1 | -1.1
COc1ccc(-c2n[nH]n3c2nc(=O)c2ccc(C(=O)NC4CCCCC4)cc23)cc1 | -0.1 | -2.5 | 0.2 | -9.2 | 2.7 | 0.6 | -6.4 | -3.7

Other compounds follow.
compound | USP10 inh | USP30 inh | USP8 block | OTUD3 inh | USP7 inh | USP17 block | USP28 inh | UCHL1 block
COc1cccc(CNC(=O)N2CCN(S(C)(=O)=O)CC3(CC(=O)N(C)C3)C2)c1 (stereo unspecified) | -0.1 | 9.7 | -36.1 | 12.7 | 3.5 | -0.4 | 13.6 | 1.2
COc1ccc(NC(=O)CSc2ncc3c(n2)-c2ccccc2N(C)S3(=O)=O)cc1 | 22.5 | -6.4 | -21.6 | -9.6 | 0.5 | -10.0 | 0.5 | -0.4
O=C(c1ccoc1)N1CCC2(CC1)Nc1cccnc1NC2=NC1CCCC1 | -6.5 | i | -89.2 | -151.9 | -21.5 | -115.3 | -136.8 | -18.8
CC(C)CCN1Cc2c(C(=O)N3CCC(N(C)C)C3)ncn2-c2ccccc2S1(=O)=O (stereo unspecified) | -0.7 | 1.1 | -33.8 | 6.0 | -0.1 | -12.2 | 8.1 | 0.2
Cc1cc(C)cc(NC(=O)c2cn(CC(O)c3ccc(Cl)cc3)nn2)c1 (stereo unspecified) | 0.0 | 12.8 | -9.8 | 7.7 | 3.0 | -0.8 | 12.1 | 1.2
CN(C)c1cc(-n2cnc(C(=O)NCc3ccccc3Cl)c2)ncn1 | 0.4 | 27.9 | -2.0 | 10.3 | -0.8 | 52.1* | 10.0 | 1.4
O=c1c2cc(-c3ccccc3)nn2ccn1Cc1noc(CN2CCCCC2)n1 | 0.5 | 16.7 | 0.1 | 4.7 | / | 3.7 | 3.8 | 4.5
COc1cc(C(=O)NCCOC(=O)c2cc(S(=O)(=O)N3CCOCC3)ccc2C)cc(OC)c1OC | 0.3 | -14.1 | -142.1 | 1.1 | 5.7 | -23.3 | 0.2 | 1.9
CCCc1cc(C2CCCN2C(=O)c2cc(-c3ccccc3)no2)no1 (stereo unspecified) | 2.5 | 32.0* | 6.2 | 15.6 | 0.6 | 19.8 | 9.3 | 4.5
COCCN1C(=O)c2ccccc2C(C(=O)NCc2ccccc2OC)C12CCCC2 (stereo unspecified) | -2.8 | -16.1 | 6.2 | -13.4 | -1.9 | -11.3 | -5.9 | -3.6
Cc1cc(C)c(S(=O)(=O)Nc2cc(C(=O)O)c(F)cc2F)c(C)c1 | 1.2 | 25.3 | 10.4 | 12.3 | 3.6 | 12.6 | 8.3 | 0.0
CCOc1ccccc1NC(=O)CNc1cc(C(F)(F)F)ccc1N1CCOCC1 | 1.8 | 33.0* | 25.8 | 12.9 | 7.9 | 17.1 | 17.1 | 3.3
COc1ccc(/C=C/C(=O)Nc2cccc(-c3nc4ncccc4o3)c2)cc1 | -0.8 | -141.8 | -6.9 | -43.7 | -0.5 | -15.9 | -6.4 | -1.2

Shown as a hit in USP10 inh (from the list above):
compound | USP10 inh | USP30 inh | USP8 block | OTUD3 inh | USP7 inh | USP17 block | USP28 inh | UCHL1 block
O=C(Cn1c(=O)n(-c2ccccc2)c(=O)c2ccc(C(=O)NCc3ccc4c(c3)OCO4)cc21)NCCC1=CCCCC1 | 31.8* | 55.6* | 74.7* | 57.6* | 10.2 | 32.9* | 41.2* | 2.9

Arranged by molecular weight (descending): part of the list above
compound | USP10 inh | USP30 inh | USP8 block | OTUD3 inh | USP7 inh | USP17 block | USP28 inh | UCHL1 block
COc1cccc(CNC(=O)N2CCN(S(C)(=O)=O)CC3(CC(=O)N(C)C3)C2)c1 (stereo unspecified) | -0.1 | 9.7 | -36.1 | 12.7 | 3.5 | -0.4 | 13.6 | 1.2
O=c1c2cc(-c3ccccc3)nn2ccn1Cc1noc(CN2CCCCC2)n1 | 0.5 | 16.7 | 0.1 | 4.7 | / | 3.7 | 3.8 | 4.5
CN(C)c1cc(-n2cnc(C(=O)NCc3ccccc3Cl)c2)ncn1 | 0.4 | 27.9 | -2.0 | 10.3 | -0.8 | 52.1* | 10.0 | 1.4

Screening results: PubChem BioAssay, Dana-Farber Cancer Institute and Novartis Institutes for BioMedical Research (Cambridge, Mass)
